# High-throughput results deposited in PubChem by several laboratories.
# HIV Rev-RRE inh – disrupts HIV-1 Rev binding to RRE RNA; Rev peptide-RRE RNA binding, FRET; P05866; hit rate 0.79% among 97,000; inhibition, % at 8 µM; AID 704;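 active = inhibition above the screen-wide mean plus 3 SD, cut at about 35% in these data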;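 note: 0% = median DMSO wells and 100% = median Neomycin B control wells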
#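 Test system: Cy5-tagged RRE RNA duplex with fluorescein-tagged Rev peptide; Probe or stimulus: labelled Rev peptide; Schedule: 5 min preincubation and 15 min binding, 25 °C; Signal: FRET fluorescence readout; Evaluation: % inhibition from 671/540 nm acceptor-to-donor ratio, scaled between controls; Control set: DMSO and neomycin B.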
# CYP2C9 inh – human CYP2C9 inhibition. P11712. inhibition, % at 5 µM. hit rate 20% among 96,000. CYP2C9 Supersomes, luciferin-H conversion, luminescence;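 active = blocking of liver enzyme CYP2C9 beyond about 50% at 5 µM, limit read from the data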; note: values of inactives mirror those of a sister screen read the other way
# Target sequence (P11712 whole entry, looked up): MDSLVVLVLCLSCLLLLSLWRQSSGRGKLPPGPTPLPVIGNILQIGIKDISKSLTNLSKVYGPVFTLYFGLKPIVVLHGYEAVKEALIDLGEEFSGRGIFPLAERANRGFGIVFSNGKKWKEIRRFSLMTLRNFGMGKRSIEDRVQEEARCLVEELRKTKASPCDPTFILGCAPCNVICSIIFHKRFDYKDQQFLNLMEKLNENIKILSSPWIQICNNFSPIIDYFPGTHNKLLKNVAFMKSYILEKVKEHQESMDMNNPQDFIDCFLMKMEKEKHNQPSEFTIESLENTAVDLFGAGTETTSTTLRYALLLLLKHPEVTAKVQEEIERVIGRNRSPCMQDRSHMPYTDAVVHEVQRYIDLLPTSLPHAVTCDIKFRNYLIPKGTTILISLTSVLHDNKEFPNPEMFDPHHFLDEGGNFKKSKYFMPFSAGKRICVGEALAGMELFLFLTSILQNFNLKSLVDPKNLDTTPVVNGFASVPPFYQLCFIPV
# PLAP act – activators of human placental alkaline phosphatase | P05187 | activation fold at 20 µM | hit rate 1.2% among 96,000 | AID 696 | purified PLAP enzyme, luminescent substrate read-out; hits give high values; in the data active = activation fold above about 2
# Target sequence (P05187 whole entry, looked up): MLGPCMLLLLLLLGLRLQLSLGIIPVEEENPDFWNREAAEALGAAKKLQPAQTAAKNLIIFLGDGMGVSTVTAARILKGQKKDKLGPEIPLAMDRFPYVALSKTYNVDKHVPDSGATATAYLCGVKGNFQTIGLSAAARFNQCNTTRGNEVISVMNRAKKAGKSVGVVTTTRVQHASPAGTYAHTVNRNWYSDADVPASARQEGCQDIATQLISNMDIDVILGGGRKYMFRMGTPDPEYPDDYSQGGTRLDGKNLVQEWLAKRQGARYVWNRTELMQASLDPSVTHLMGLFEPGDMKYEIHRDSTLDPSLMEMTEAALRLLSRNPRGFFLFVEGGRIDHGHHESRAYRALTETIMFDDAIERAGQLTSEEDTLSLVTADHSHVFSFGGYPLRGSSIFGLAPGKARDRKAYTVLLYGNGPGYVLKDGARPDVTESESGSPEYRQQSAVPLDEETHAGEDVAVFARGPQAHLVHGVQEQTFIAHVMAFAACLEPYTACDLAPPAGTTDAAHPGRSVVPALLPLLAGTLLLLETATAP
# PLK1 kinase inh – PLK1 (human) kinase inhibition; AID 619; P53350; recombinant PLK1 kinase, TR-FRET peptide phosphorylation; inhibition, % at 10 µM; hit rate 0.53% among 97,000;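 active = inhibition of 50% or more in the single-concentration screen; inactive = inhibition below 50%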;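 note: 0% = DMSO max control and 100% = H-89 dihydrochloride min control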
# CYP2C19 act – cytochrome P450 2C19 (human) activation | recombinant CYP2C19, luciferin-H EGE luminescence; hits give high values; 0 = fully inhibited enzyme, 1 = untreated enzyme | activation factor at 5 µM | 96,000 tested, under 10 active;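 active = activation factor of at least 2 at 5 µM in the primary screen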;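 note: 0 = wells with 2.5 mM tranylcypromine and 1 = vehicle-only wells; values of inactives mirror those of a sister screen read the other way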
# EphB4 antag – blocks human EphB4 binding to ephrin-B2; P54760; EphB4 LBD / TNYL-RAW-Alexa532 peptide, fluorescence polarization; inhibition, % at 7 µM; hit rate 0.15% among 97,000; AID 720;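 active = inhibition above the screen-wide mean inhibition plus 3 SD, cut at about 15% in these data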;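 note: 0% = DMSO wells and 100% = excess unlabeled TNYL-RAW peptide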
# CYP2C9 act – increases human cytochrome P450 2C9 activity | P11712 | recombinant CYP2C9, luciferin-H conversion, luminescence; hits give high values; factor 1 = untreated enzyme, 0 = blocked | activation factor at 5 µM | hit rate 1.4% among 96,000 | AID 1024;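 active = activation factor of 2 or more for CYP2C9 at a 5 µM dose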;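 note: 0 = sulfaphenazole-blocked wells and 1 = vehicle-only wells; values of inactives mirror those of a sister screen read the other way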
# CYP2C19 inh – human CYP2C19 inhibition; P33261; CYP2C19 Supersomes, luciferin-H EGE luminescence, 30 min; inhibition, % at 5 µM; hit rate 21% among 96,000;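 active = CYP2C19 inhibition above a set limit at 5 µM in the primary screen, cut at about 50% in these data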;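 note: plate controls were negative control wells for no effect and 2.5 mM tranylcypromine positive control for full effect; values of inactives mirror those of a sister screen read the other way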
# PLK1 PBD inh – Plk1 (human) PBD binding inhibition | P53350 | Plk1 PBD phosphopeptide binding, fluorescence polarization | inhibition, %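 (tested at about 20 µM)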 | hit rate 0.13% among 97,000; in the data active = inhibition above about 34%, passing the limit was not always enough
# * marks the source's active call; other numbers are inactive results; · = no result given.
SMILES,HIV Rev-RRE inh,CYP2C9 inh,PLAP act,PLK1 kinase inh,CYP2C19 act,EphB4 antag,CYP2C9 act,CYP2C19 inh,PLK1 PBD inh
Cc1ccc(S(=O)(=O)N2CCOCC2)cc1C(=O)O,·,-0.8,0.9,·,1,·,1,-3.4,·
O=C(c1ccccn1)N(CC1CCCO1)C1(C(=O)NC2CCCCC2)CCCCC1 (stereo unspecified),1.0,9.7,1.1,-4.3,1.1,1.5,0.9,-5.8,-5.9
Cc1ccc(-n2c(N)c(C(=O)N3CCOCC3)sc2=S)cc1,7.4,-13.9,1.1,-12.9,1.1,5.9,1.1,-12.0,-9.3
S=c1[nH]nc(CSc2nc3ccccc3s2)n1Cc1ccccc1,-3.3,9.9,1,-13.2,1,-3.6,0.9,1.3,30.7
O=C(COc1ccc(Br)cc1)Nc1ccc([N+](=O)[O-])cn1,4.4,-8.8,0.9,-6.6,0.8,4.1,1.1,20.1,11.0
CCC(=O)Nc1cc(C(F)(F)F)ccc1N1CCOCC1,0.8,30.5,1.1,-7.1,0.7,-9.3,0.7,31.8,-8.3
COc1cccc2[nH]c3c(=O)n(CCN(C)C)cnc3c12,·,3.2,0.8,·,1,·,1,2.5,·
S=c1[nH]nc(Cc2ccccc2)n1Cc1ccco1,4.6,39.2,2.1*,-12.5,0.3,-0.2,0.6,71.3*,-3.2
CC(=O)Oc1ccc(-c2cccc(C(=O)Oc3ccccc3)c2)cc1,8.2,-13.0,1.2,4.6,1.1,-6.1,1.1,-8.4,3.0
CC1CN(C(=S)NC(=O)c2cccc([N+](=O)[O-])c2)CC(C)O1 (stereo unspecified),5.5,5.8,1,-1.2,0.7,-7.8,0.9,28.0,-32.7
Cc1ccc2c(c1)c(C)c(C)n2CC(O)CN1CCOCC1 (stereo unspecified),7.1,·,·,-10.3,·,-2.2,·,·,-10.6
COC(=O)c1ccc(CSc2nnc(CNC(=O)COc3ccc(Cl)cc3)o2)o1,3.7,67.6*,1,-9.2,0.6,0.9,0.3,37.7,5.6
COc1ccc(-c2nc(-c3cccc(C(F)(F)F)c3)no2)cc1OC,15.0,-27.5,0.9,-9.2,1.1,2.2,1.3,-12.1,17.1
COC(=O)COc1ccc(S(=O)(=O)NCC2CCCO2)cc1Cl (stereo unspecified),2.2,-5.5,1,-17.5,0.8,1.5,1.1,16.6,16.6
O=c1[nH]cnc2c1sc1nc3c(c(-c4ccc(Cl)cc4)c12)CCC3,10.2,9.5,0.9,-8.7,0.9,1.3,0.9,6.9,13.9
O=C(NCc1ccco1)C(c1ccccc1)N(Cc1cccnc1)C(=O)Cn1nnc2ccccc21 (stereo unspecified),-4.5,2.6,1.1,-5.5,0.9,-2.7,1,10.0,-1.3
CCn1cc(C(=O)NCc2ccc3c(c2)OCO3)c(=O)c2cc(F)c(N3CCN(C)CC3)cc21,2.8,26.8,1.6,0.6,0.9,0.9,0.7,11.3,-14.3
Cc1csc(NC(=O)CSc2nnc(-c3ccccc3)o2)n1,3.8,13.0,1,-1.6,0.8,3.4,0.9,24.4,-2.1
Nn1c(SCC(=O)NC(=O)NC2CCCC2)nnc1-c1ccccc1F,3.6,44.0,1,-8.1,0.7,1.6,0.6,27.9,8.0
CCCc1cc(=O)n2[nH]c(CCc3ccccc3)nc2n1,4.1,52.2*,1,-6.6,0.9,2.5,0.5,6.5,3.3

# Records listed so far that bear a hit mark in CYP2C9 inh.
SMILES,HIV Rev-RRE inh,CYP2C9 inh,PLAP act,PLK1 kinase inh,CYP2C19 act,EphB4 antag,CYP2C9 act,CYP2C19 inh,PLK1 PBD inh
COC(=O)c1ccc(CSc2nnc(CNC(=O)COc3ccc(Cl)cc3)o2)o1,3.7,67.6*,1,-9.2,0.6,0.9,0.3,37.7,5.6
CCCc1cc(=O)n2[nH]c(CCc3ccccc3)nc2n1,4.1,52.2*,1,-6.6,0.9,2.5,0.5,6.5,3.3

# Remaining list, next part.
SMILES,HIV Rev-RRE inh,CYP2C9 inh,PLAP act,PLK1 kinase inh,CYP2C19 act,EphB4 antag,CYP2C9 act,CYP2C19 inh,PLK1 PBD inh
CSc1cccc(NS(=O)(=O)c2cccc3nsnc23)c1,·,64.3*,1.3,·,0.4,·,0.4,57.5*,·
c1ccc(N2CCN(c3nnc(Cc4cccnc4)c4ccccc34)CC2)nc1,3.7,25.9,1.3,-13.8,0.5,9.1,0.7,52.6*,-1.9
Cc1cccc(S(=O)(=O)C(C#N)c2nc3ccccc3nc2N2CC(C)OC(C)C2)c1 (stereo unspecified),3.4,43.1,1.4,-8.8,0.9,7.7,0.6,10.9,-0.3
COC(=O)c1ccccc1N(Cc1ccccc1)S(C)(=O)=O,6.1,29.3,1.2,-2.4,0.2,1.4,0.7,78.3*,14.5
Cc1cc(Cl)ccc1OCC(=O)N1CCCCC1,-0.2,1.2,0.9,-9.7,0.1,-7.7,1,87.5*,-5.0
CC(C)CNC(=O)c1cc2nc3c(c(C(F)(F)F)n2n1)CCc1ccccc1-3,4.6,88.4*,0.8,-4.6,0.3,2.6,0.1,68.1*,1.0
Cc1ccc2[nH]c3c(N4CCOCC4)ncnc3c2c1,5.9,33.3,0.8,49.3,0.9,-4.8,0.7,11.7,-11.8
C/C(Cn1nnc([N+](=O)[O-])n1)=N\NC(=O)c1cccc(Cl)c1,2.9,6.5,1,-8.5,0.9,2.9,0.9,5.6,-3.3
CCCCOC(=O)C1=C(C)Nc2nnnn2C1c1ccccc1Cl (stereo unspecified),15.8,-7.0,0.8,0.4,1.1,-2.7,1.1,-12.5,-13.6
NC(=O)c1ncc(C(F)(F)F)cc1Oc1cccc(C(F)(F)F)c1,16.8,42.9,0.9,-5.3,0.1,2.9,0.6,92.6*,-17.4
CCN1C(=O)CC(N2CCC(C(=O)N3CCOCC3)CC2)C1=O (stereo unspecified),5.2,-14.7,0.9,-6.8,1.1,-1.7,1.1,-10.3,34.3
COc1ccccc1N1CCN(CC(=O)c2ccc3ccn(C(C)=O)c3c2)CC1,4.6,-3.1,1.2,-1.1,0.7,3.3,1,25.9,-10.4
O=C(Nc1ccc(N2CCCCC2)cc1)c1cncc(Br)c1,3.3,8.0,1.1,-15.1,0.7,-1.2,0.9,26.0,-7.9
O=C(Cn1cnc2ccccc2c1=O)NCCC(=O)Nc1ccc2c(c1)OCCO2,1.3,51.4*,1,-3.9,0.9,-4.2,0.5,14.1,-9.3
N#Cc1cc(-c2ccccc2)cnc1Cl,-3.5,-0.8,1.2,-5.8,0.9,3.5,1,10.6,8.2
COCCn1c(CN2CCN(C)CC2)nc2c1c(=O)n(C)c(=O)n2C,0.0,1.6,1,66.0*,1,2.6,1,0.0,-23.0
COC(=O)c1sccc1NC(=O)c1ccc(Br)o1,6.0,13.4,0.9,0.0,0.8,4.7,0.9,20.5,-0.2
N=c1n(Cc2ccccc2)c2ccccc2n1CC(O)c1ccccc1 (stereo unspecified),0.4,4.2,1.3,-3.7,0.8,-11.2,1,19.1,6.9
O=C(C1CCN(c2nnc(-n3cccc3)s2)CC1)N1CCc2ccccc2C1,11.7,·,·,-15.1,·,4.6,·,·,-5.5
Cc1ccc(-n2c(SCC(N)=O)nnc2-c2ccc(S(=O)(=O)N3CCCCC3)cc2)c(C)c1,1.2,82.0*,1.4,-40.4,0.9,-5.6,0.2,8.4,-16.8
COc1ccc(CN(C)C2CCCCC2)cc1,7.0,-28.9,1.2,-1.2,0.4,0.5,1.3,64.2*,-19.8
O=C(NCc1ccccc1)N1CCC(c2nc3ccccc3[nH]2)CC1,3.6,9.7,1,-17.9,1.1,0.4,0.9,-13.7,9.6
CC(=O)N(C(C)=O)c1ncc2c([nH]c3ccccc32)c1C#N,11.2,14.4,1,-9.1,1,4.6,0.9,3.9,-31.7
COc1ccc(C(C)=O)cc1COC(=O)c1cc(C)oc1C,9.7,65.8*,1.2,2.7,0.4,-0.7,0.3,60.6*,-0.3
CCCN(c1ccc(OCC)cc1)c1ncnc2nc[nH]c12,·,49.2,2.1*,·,0.7,·,0.5,25.9,·
CC(=O)Nc1ccc(C2=NN(CC#N)C(=O)SC2)cc1,8.1,3.6,1,-14.6,1,-0.8,1,-2.2,6.6
CC(C)Nc1cc(C(F)(F)F)nc(-c2ccccn2)n1,6.2,2.8,1.1,7.8,1.1,1.8,1,-6.1,-3.3
CN1C(=O)C2(NCCc3c2[nH]c2ccccc32)c2ccccc21 (stereo unspecified),-1.0,14.6,1.4,-11.7,0.2,-0.7,0.9,81.3*,20.4
Cc1ccc2c(NC(=O)C3CC3)c(C)ccc2n1,3.5,-13.5,0.9,-3.9,1.1,-6.3,1.1,-8.0,-12.6
CCCOc1ccccc1C1NC(=O)NC(C)=C1C(=O)OCCOC(C)C (stereo unspecified),-0.3,52.8*,1.2,-4.7,0.4,4.0,0.5,55.9*,-4.0
Cc1noc(C)c1COC(=O)COc1ccc2c(C)cc(=O)oc2c1,2.3,37.2,0.9,-8.6,1,-0.4,0.6,3.6,-13.3
CNC(=O)COC(=O)c1ccccc1Oc1ccccc1,3.1,-2.6,0.9,-7.9,0.7,-3.3,1,34.0,7.9
COc1ccccc1C(=O)NC1CCCCCCC1,5.4,·,·,-8.1,·,0.1,·,·,-0.1
CCNc1nc(CC)nc2c1oc1ccccc12,1.0,·,·,3.6,·,-0.4,·,·,-8.6
CC(C)Cc1ccc(S(=O)(=O)N2CCCC2)cc1,9.2,78.2*,1.1,-4.5,0.1,9.1,0.2,90.9*,-21.8
O=C(c1ccco1)N1CCN(C(=O)c2cccc3c2C(=O)N(Cc2cccnc2)C3)CC1,7.2,-5.3,1.3,-8.1,0.8,3.6,1.1,19.1,12.9
CCOc1ccccc1NC(=O)CSc1nnc(CNC(=O)COc2ccc(Cl)cc2)o1,4.9,-98.3,1,-5.8,0.8,1.7,2*,22.5,33.5
CCOc1cc2[nH]c(=S)n(Cc3ccc(C(=O)NCCOC)cc3)c(=O)c2cc1OCC,3.1,-7.8,1.6,-35.7,1.1,-7.6,1.1,-10.8,0.3
CC1(C)Cc2c(sc3c2C(=O)N(c2ccccc2)C2=NCCCN23)CO1,5.3,-1.6,1.3,-2.9,1,-1.8,1,-4.1,21.6
COc1ccc(N2CC(C(=O)Nc3ccc(N4CCOCC4)cc3)CC2=O)cc1 (stereo unspecified),-8.0,-6.0,1.1,-5.9,1.2,-1.0,1.1,-22.2,7.2
Cc1ccc2nc(-c3ccccc3)c(NC(=O)c3ccco3)n2c1,2.0,·,·,-10.9,·,1.2,·,·,-14.2
CCCCn1nnnc1SCC(=O)N1CCOCC1,-1.9,-13.8,1.1,9.8,0.6,-4.4,1.1,37.7,-1.1
CC1CCCC(NC(=O)COC(=O)c2cc(S(=O)(=O)N3CCCCC3)ccc2N2CCOCC2)C1C (stereo unspecified),8.0,81.7*,1.9,-12.8,0.2,5.8,0.2,78.5*,-3.9
Cc1nc(Sc2nnnn2-c2ccccc2)c(C#N)c(C)c1C,1.7,10.8,0.7,-27.2,0.4,-4.4,0.9,58.9*,-3.4
O=C(Nc1ccccc1-c1ccccc1)c1ccc(NC(=O)c2ccco2)cc1,1.0,48.3,0.8,-18.2,0.5,6.5,0.5,53.0*,11.2
Cc1nc2c(C(=O)O)cnn2c(C)c1Cc1ccccc1F,·,-19.2,1,·,1.1,·,1.2,-9.1,·
CN(/N=C/c1ccncc1)C1=NS(=O)(=O)c2ccccc21,5.2,33.0,1,-12.1,0.5,-2.7,0.7,54.9*,-9.3
COc1ccc(C)c(S(=O)(=O)Nc2ccc(OCC(=O)O)cc2)c1,3.6,-16.6,1.1,0.2,1.1,1.8,1.2,-10.4,-1.0

# Hits appear at their usual frequency; any-hit rate near 29%.
